# High-throughput results (PubChem BioAssay)
# Pf growth 96h = P. falciparum growth inhibition at 96 hour, primary screen for plastid delayed-death inhibitors; P. falciparum luciferase reporter growth, 96 h; Potency, µM (highest dose often 28.7 µM), inactives show top-dose activity change, negative = inhibition, usual class: inhibitors; actives 6.9% (n = 320,000); AID 504834; also: potency is read from the fitted curve at half-maximal effect; % is scaled to controls: 0 for no effect and ±100 for the full control effect
#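 P. falciparum expressing integrated firefly luciferase grown in erythrocytes (2% hematocrit, 0.05% parasitemia final) with compounds for 96 hours at 37 C, 5% CO2. Growth inhibition read as loss of luminescence after adding luciferase detection reagent.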
# Shiga toxin inh = Shiga toxin inhibition; Vero cells, Shiga toxin protein synthesis inhibition reporter; actives 9.2% (n = 290,000); AID 2315; inhibition, % at 38.7 µM; in the data active = inhibition mostly above about 28%, no sharp cut-off; inactive = mostly below about 43%; also: 0% is about no effect
# Pf growth 48h = inhibits P. falciparum growth in the first generation, 48 h; P. falciparum luciferase growth in erythrocytes, 48 h; Potency, µM (titrated, usually from 28.7 µM), inactives show at the top dose activity change, negative = inhibition, actives largely listed as inhibitors; actives 5.9% (n = 310,000); also: potency is read from the fitted curve at half-maximal effect; % is scaled to controls: 0 for no effect and ±100 for the full control effect
#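 Erythrocytes infected with P. falciparum carrying an integrated firefly luciferase reporter (2% hematocrit, 0.1% parasitemia final) were exposed to compounds in RPMI 1640 with 0.5% Albumax at 37 C, 5% CO2. Growth inhibition was scored as reduced luminescence.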
# Cycloheximide cs = affects cycloheximide protein synthesis inhibition readout, counter-screen; max response, %; actives 12% (n = 300,000); cell reporter, cycloheximide protein synthesis inhibition counterscreen; AID 2314; in the data active = max response mostly above about 13%, no sharp cut-off; inactive = mostly below about 14%; also: read at 38.3 µM for the half of the compounds with a filed dose; 0% is about no effect
# LmPK inh = LmPK (Leishmania mexicana) enzyme inhibition | Q27686 | purified LmPK, Kinase-Glo ATP luminescence, 1 h | Potency, µM (series often up to 57.5 µM), without a hit: top-dose activity change, negative = inhibition, hits mostly inhibitors | actives 0.37% (n = 290,000) | AID 1721; also: potency is read from the fitted curve at half-maximal effect; % is scaled to controls: 0 for no effect and ±100 for the full control effect
# Target sequence (Q27686 whole entry, looked up): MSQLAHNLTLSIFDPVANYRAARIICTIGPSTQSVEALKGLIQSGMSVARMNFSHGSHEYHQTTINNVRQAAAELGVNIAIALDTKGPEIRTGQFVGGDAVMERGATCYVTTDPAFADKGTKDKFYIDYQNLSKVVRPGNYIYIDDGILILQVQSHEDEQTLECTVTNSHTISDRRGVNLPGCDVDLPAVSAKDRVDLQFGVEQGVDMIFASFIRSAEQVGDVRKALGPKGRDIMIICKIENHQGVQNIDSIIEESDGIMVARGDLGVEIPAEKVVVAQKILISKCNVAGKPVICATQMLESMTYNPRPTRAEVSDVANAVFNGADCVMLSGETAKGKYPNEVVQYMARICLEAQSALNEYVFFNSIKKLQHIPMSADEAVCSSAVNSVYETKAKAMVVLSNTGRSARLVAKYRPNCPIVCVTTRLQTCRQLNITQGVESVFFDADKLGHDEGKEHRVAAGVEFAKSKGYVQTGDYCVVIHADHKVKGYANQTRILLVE
#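 In 50 mM imidazole pH 7.2 with 7 mM MgCl2, LmPK (0.1 nM) turned over PEP (0.5 mM) and ADP (0.1 mM) for 1 h at room temperature. Luciferase read-out of ATP.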
# HCV inhibitor = HCV inhibition; Huh7.5.1 HCVcc-Cre infection, luciferase reporter, 44 h; Potency, µM (doses to about 41.8 µM), without a hit: top-dose activity change, negative = inhibition, hits mostly inhibitors; actives 3.4% (n = 340,000); also: potency is read from the fitted curve at half-maximal effect; % is scaled to controls: 0 for no effect and ±100 for the full control effect
#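 A cell-based infection assay in which seeded cells (1,000 per well) receive test compound after 4 h, are inoculated with HCVcc-Cre at approximately 0.5 moi, and are incubated 44 h before luminescence detection.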
# TbPYK inhibitor = inhibitors of Trypanosoma brucei pyruvate kinase. Q57TT1. TbPYK enzyme, Kinase-Glo Plus ATP luminescence, 45 min. Potency, µM (top dose mostly 76.8 µM), for inactives: at the top dose activity, negative = inhibition, hits mostly inhibitors. actives 0.12% (n = 410,000). AID 624173; also: potency is read from the fitted curve at half-maximal effect; % is scaled to controls: 0 for no effect and ±100 for the full control effect; nearly all actives have a fitted effect of over 50% in size
#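 Glycolytic pyruvate kinase of T. brucei was incubated with substrate, test compound and 130 uM ADP for 45 minutes at room temperature. Luminescent Kinase-Glo Plus signal was measured after 10 minutes.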
# An asterisk follows results filed as active; ? = inconclusive; . = no result given; [ ] = remark or other dose. Unless noted, calls follow the shape of the dose curve; as a rule, active = well fitted curve in the direction sought with a large enough effect; inconclusive = small, poorly fitted or top-dose-only effect, or another doubt; inactive = no such curve, though single readings can be large; an effect the other way counts as inactive or inconclusive.
1: O=C1c2ccc([N+](=O)[O-])cc2C(=O)N1c1c[nH]c(=O)[nH]c1=O
2: CC1Cc2ccccc2N1S(=O)(=O)c1cccc(C(=O)NCc2ccccn2)c1 (stereo unspecified)
3: CC(C(=O)Nc1sccc1C(N)=O)N1C(=O)C2CC=CCC2C1=O (stereo unspecified)
4: Nc1ccc2c(c1)N=[N+]([O-])c1cc(N)ccc1C2
5: Cc1nc(OCc2ccccc2)c2ccccc2n1
Assay by compound	1	2	3	4	5
Pf growth 96h	-74%[5.75 µM]	?	45%[activator]	37%[activator]	?
Shiga toxin inh	-5	.	37	-2	-17
Pf growth 48h	36%[activator]	?	9%	2%	4%
Cycloheximide cs	-6	.	10	-1	-1
LmPK inh	1%	.	1%	-3%	6%
HCV inhibitor	1%	?	0%	-1%	?
TbPYK inhibitor	1%	0%	2%	4%	3%

6: Cc1nc(-c2ccccc2)sc1C(=O)/C=C/N(C)C
7: Nc1nnc(COc2cccc(C(F)(F)F)c2)s1
8: Cc1ccc(S(=O)(=O)N(CC(=O)NCC2CCCO2)C2CCCCC2)cc1 (stereo unspecified)
9: O=[N+]([O-])c1ccc(N/N=C/c2ccc[nH]2)cc1
10: CC(=O)c1ccc(N2C(=O)NC3(CCCCC3)C2=O)cc1
Assay by compound	6	7	8	9	10
Pf growth 96h	196%[activator]	-11%	32%[activator]	?	107%[activator]
Shiga toxin inh	127*	-5	-3	66*	74*
Pf growth 48h	250%[activator]	8%	-4%	-23%	27%
Cycloheximide cs	45*	-1	-4	84*	14*
LmPK inh	-7%	-3%	-1%	-23%	-7%
HCV inhibitor	13%	7%	12%	1µM*	9%
TbPYK inhibitor	-21%	-1%	2%	-4%	0%

11: COc1ccccc1Cn1c(=S)[nH]c2cc(C(=O)NCCCN3CCOCC3)ccc2c1=O
12: CN(C)CC1CSCCC1(O)c1cccc(Cl)c1 (stereo unspecified)
13: O=C(NC1CCS(=O)(=O)C1)C1CCCC1 (stereo unspecified)
14: CCOC(=O)c1ccccc1NC(=O)COC(=O)CCC(=O)c1ccc(C)cc1
15: CC1Cc2ccccc2N1C(=O)Cn1nnc(-c2ccccc2NC(=O)C2CCC2)n1 (stereo unspecified)
Assay by compound	11	12	13	14	15
Pf growth 96h	16%	?	25%	20%	?
Shiga toxin inh	-4	-6	.	.	-4
Pf growth 48h	?	?	0%	-10%	?
Cycloheximide cs	-2	2	.	.	-2
LmPK inh	-2%	3%	.	.	3%
HCV inhibitor	?	?	7%	?	?
TbPYK inhibitor	-8%	3%	-8%	-4%	4%

16: CCOc1ccc(CCNC(=O)c2ccccc2OCc2c(C)noc2C)cc1OCC
17: COc1ccc(NC(=O)CSc2nccn2Cc2ccc(F)cc2)c(OC)c1
18: CCNc1nc(NCC)nc(ON=C(C)C)n1
19: CCOc1ccc(/C=N/Nc2cc(=O)n(C)c(=O)n2C)cc1
20: COc1ccc(Cc2nnc(SC)[nH]c2=O)cc1OC
Assay by compound	16	17	18	19	20
Pf growth 96h	?	0%	2.1µM*	29%	-8%[5.75 µM]
Shiga toxin inh	.	16	-8	-8	16
Pf growth 48h	?	?	3.7µM*	-2%	-1%
Cycloheximide cs	.	-1	-1	-3	-3
LmPK inh	.	-3%	3%	-4%	-4%
HCV inhibitor	7.1µM*	.	.	3%	22%
TbPYK inhibitor	-2%	-5%	.	0%	1%

21: CC(NC(=O)c1ccccc1SCC(=O)N1CCCC1)c1ccccc1 (stereo unspecified)
22: CCN(C(=O)/C=C/c1ccc(OC)cc1)C1CCS(=O)(=O)C1 (stereo unspecified)
23: CCCCN(C(=O)CSc1nnc(-c2ccccc2)o1)c1c(N)n(CCC)c(=O)[nH]c1=O
24: O=C(O)c1ccc(CSc2nc3ccccc3c(=O)n2-c2ccccc2)cc1
25: CCOC(=O)Cn1c(=NC(=O)CSC(C)=O)sc2cc(F)ccc21
Assay by compound	21	22	23	24	25
Pf growth 96h	13%	?	6%	?	13%
Shiga toxin inh	.	.	.	-11	-7
Pf growth 48h	-5%	-78%	?	0%	8%
Cycloheximide cs	.	.	.	-3	-2
LmPK inh	.	.	.	5%	2%
HCV inhibitor	23%	9%	0%	4%	-5%
TbPYK inhibitor	-1%	4%	-12%	10%	-3%

26: CN(CCC1CCOCC1)C(=O)c1cc(COc2c(F)cccc2F)on1
27: C[C@@H]1CC(=O)[C@H]2CC(CO)=CCC[C@@H]2[C@@]1(C)CC/C(=C/CO)CO
28: Cc1ccc(N=Cc2nc(-c3ccco3)oc2O)cc1
29: CCOCCCNC(=S)N1CCC(NC(=O)c2ccco2)CC1
30: Cn1c(SCC(N)=O)nnc1-c1cnccn1
Assay by compound	26	27	28	29	30
Pf growth 96h	-5%	?	4%	-2%	15%
Shiga toxin inh	23	.	101*	-26	2
Pf growth 48h	-3%	?	11%	24%	29%
Cycloheximide cs	27*	.	29*	-4	4
LmPK inh	2%	.	-21%	-11%	1%
HCV inhibitor	13%	?	5%	27%	-11%
TbPYK inhibitor	-6%	-4%	-2%	-10%	-2%

31: O=C(Cn1cnc2scc(-c3ccc(F)cc3)c2c1=O)NCC(c1ccco1)N1CCCC1 (stereo unspecified)
32: Cn1nc(-c2ccc(Cl)cc2)c2cc(C(=O)N3CCCC3)sc21
33: O=S(=O)(NC1CCCCC1)c1cccc2nsnc12
34: O=C(COc1ccc([N+](=O)[O-])cc1)Nc1ccc(C(=O)Nc2ccccc2C(=O)O)cc1
35: COCCN(C(=O)/C=C/c1ccccc1)c1nnc(-c2cccnc2)s1
Assay by compound	31	32	33	34	35
Pf growth 96h	?	-16%	?	47%	-1%
Shiga toxin inh	.	14	-11	10	-3
Pf growth 48h	-2%	.	7%	33%[activator]	?
Cycloheximide cs	.	-3	-2	-3	-5
LmPK inh	.	9%	4%	5%	-15%
HCV inhibitor	?	5%	23%	-7%	24%
TbPYK inhibitor	2%	-4%	5%	-4%	14%

36: COC(=O)c1cc(=O)c2ccc(OC)cc2o1
37: CCOC(=O)c1nn(-c2cccc(C)c2)c2nc(-c3ccccc3)c(C#N)c(=O)n12
38: CC1CCc2c(sc3nc(SCC(=O)O)n(-c4ccccc4)c(=O)c23)C1 (stereo unspecified)
39: COc1ccc(O[C@H]2C=C[C@@H](c3ccccc3)O[C@@H]2COC(=O)CC/C(C)=N/OC[C@@H](O)[C@H]2O[C@@H]3OC(C)(C)O[C@@H]3[C@H]2O)cc1
40: O=C(C1COc2ccccc2O1)N1CCn2c(nc3ccccc32)C1 (stereo unspecified)
Assay by compound	36	37	38	39	40
Pf growth 96h	4%	32%[activator]	?	?	5%
Shiga toxin inh	12	-17	-5	-7	-6
Pf growth 48h	10%	21%	-16%	?	.
Cycloheximide cs	-4	17	4	-1	-6
LmPK inh	-4%	5%	-17%	1%	-1%
HCV inhibitor	6%	2%	13%	-3%[8.37 µM]	-15%
TbPYK inhibitor	2%	-4%	0%	.	-4%

41: CCC(C)NC(=O)CSc1nc2ccccc2c(=O)n1-c1c(C)n(C)n(-c2ccccc2)c1=O (stereo unspecified)
42: O=C(O)c1ccc2c(c1)ncn2C1CCCC1
43: O=C(c1cc(C2CC2)nn1-c1ccccc1)N1CCN(S(=O)(=O)c2ccccc2)CC1
44: Cc1ccc(C2c3[nH]c4ccccc4c3C[C@H]3C(=O)N(c4ccccc4C(=O)N4CCC[C@H]4C(=O)O)C(=O)N23)cc1 (stereo partly specified)
45: Cc1cc(NC(=O)c2cc(-c3ccccc3Cl)nc3ccccc23)no1
Assay by compound	41	42	43	44	45
Pf growth 96h	6%	-22%	?	10µM*	?
Shiga toxin inh	-6	114*	.	3	-8
Pf growth 48h	8%	101%[activator]	15µM*	?	13µM*
Cycloheximide cs	1	48*	.	-2	-4
LmPK inh	0%	6%[11.5 µM]	.	-7%	4%
HCV inhibitor	19%	11%	?	28%	-9%
TbPYK inhibitor	-4%	-5%	2%	-9%	0%

46: COc1ccc(-c2nnc(-c3ccc(N)cc3)o2)cc1
47: O=C(CSc1nnc(-c2cccnc2)n1Cc1ccco1)c1ccc2ccccc2c1
48: CCn1nc(C)cc1-c1nnc(SCC(=O)Nc2ccccc2)n1CCCOC
49: COc1ccc(/C=C/C(O)=C2/C(=O)NC3(C)CC2c2ccccc2O3)c(OC)c1OC (stereo unspecified)
50: CCC(C(=O)NCC1CCCO1)N(Cc1ccccc1)C(=O)CNS(=O)(=O)c1ccccc1 (stereo unspecified)
Assay by compound	46	47	48	49	50
Pf growth 96h	.	?	-4%	-15%	12%
Shiga toxin inh	62*	-11	15	-17	-19
Pf growth 48h	25%	-20%	27%	?	-2%
Cycloheximide cs	44*	-1	2	6	1
LmPK inh	-14%	1%	-1%	0%	-6%
HCV inhibitor	-2%	?	-13%	?	3%
TbPYK inhibitor	-7%	-4%	-1%	2%	-1%

51: CCCCn1nnnc1NCc1ccc(OC)c(OC)c1OC
52: COc1ccc(C(=O)N2CCN=C2SCc2cccnc2)cc1OC
53: Cc1ccc2[nH]cc(CCNC(=O)C3CCCO3)c2c1 (stereo unspecified)
54: O=C(Cc1ccccc1)NCCN1CCCC1
55: CNS(=O)(=O)c1cccc(C(=O)NCC(c2cccs2)N(C)C)c1 (stereo unspecified)
Assay by compound	51	52	53	54	55
Pf growth 96h	-6%	12%	-19%	-11%	-2%
Shiga toxin inh	-14	-12	-1	-11	-9
Pf growth 48h	33%[activator]	.	4%	1%	0%
Cycloheximide cs	-4	-9	-1	-4	0
LmPK inh	-2%	5%	-5%	2%	2%
HCV inhibitor	16%	11%	7%	-4%	20%
TbPYK inhibitor	-4%	4%	-7%	2%	-6%

56: CCOC(=O)Nc1ccc2c(C)cc(=O)oc2c1
57: CSCC[C@H](NC(=O)c1ccco1)c1nnc2ccccn12
58: Cc1cc(NC(=O)CN(C)CC(=O)Nc2ccc(F)c(F)c2F)no1
59: CC1=NN(C(C#N)c2ccccc2C)C(C)(C)C1 (stereo unspecified)
60: CCOC(=O)C(NC(=O)Nc1ccc(F)cc1F)(Oc1ccc(F)cc1)C(F)(F)F (stereo unspecified)
61: Cn1c(=O)c2c(nc(N/N=C/c3ccc(OC(=O)c4ccco4)cc3)n2Cc2ccccc2)n(C)c1=O
Assay by compound	56	57	58	59	60	61
Pf growth 96h	?	50%[activator]	-10%	-2%	23%	?
Shiga toxin inh	60*	-7	.	13	-12	6
Pf growth 48h	160%[activator]	22%	6%	-14%[5.75 µM]	5%	?
Cycloheximide cs	30*	2	.	-3	-4	-5
LmPK inh	-13%	-1%	.	3%	-2%	-4%
HCV inhibitor	-5%	15%	4%	28%	21%	?
TbPYK inhibitor	-4%	-3%	0%	1%	2%	6%
